Compound activity as filed in PubChem.
Rab9 prom act: activators of Rab9 promoter; Huh7 Rab9 promoter-luciferase reporter, luminescence, 24 h; Potency, µM (top dose mostly 9.22 µM), inactives show top-dose activation, negative = inhibition, actives largely listed as activators; 320,000 compounds, 2.8% hits; AID 485297; further: potency means the concentration at half of the fitted maximal effect; % of control where 0% means no effect; nearly all actives have a fitted effect of over 60% in size
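Using Huh7 cells stably transfected with Rab9 promoter–luciferase, compounds were incubated 24 h at 37 °C, 5% CO2; luciferase luminescence was read 10 min after reagent addition.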
Gal4-VP16 FLuc: inhibits Gal4-VP16 luciferase reporter, ROR gamma counter-screen | Potency, µM (highest dose often 53.6 µM), for inactives: top-dose activity, negative = inhibition, usual class: inhibitors | Drosophila S2 Gal4-VP16 UAS-luciferase, luminescence, 20 h | 310,000 compounds, 3.5% hits;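 further: Gal4-VP16 expression switched on by copper sulfate through the metallothionein promoter; potency means the concentration at half of the fitted maximal effect; on the % scale 0 is the no-effect control and ±100 the full control effect; nearly all actives have a fitted effect of over 50% in size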
RORg inh: ROR gamma (mouse) transcription inhibition; 310,000 compounds, 5.4% hits; P51450; Drosophila S2 Gal4-RORgamma UAS-luciferase reporter, 20 h; Potency, µM (doses to about 53.6 µM), inactives show at the top dose activity change, negative = inhibition, actives largely listed as inhibitors; AID 2551; further: potency means the concentration at half of the fitted maximal effect; on the % scale 0 is the no-effect control and ±100 the full control effect; nearly all actives have a fitted effect of over 60% in size
Target sequence (P51450 whole entry, looked up, the tested form may be a part): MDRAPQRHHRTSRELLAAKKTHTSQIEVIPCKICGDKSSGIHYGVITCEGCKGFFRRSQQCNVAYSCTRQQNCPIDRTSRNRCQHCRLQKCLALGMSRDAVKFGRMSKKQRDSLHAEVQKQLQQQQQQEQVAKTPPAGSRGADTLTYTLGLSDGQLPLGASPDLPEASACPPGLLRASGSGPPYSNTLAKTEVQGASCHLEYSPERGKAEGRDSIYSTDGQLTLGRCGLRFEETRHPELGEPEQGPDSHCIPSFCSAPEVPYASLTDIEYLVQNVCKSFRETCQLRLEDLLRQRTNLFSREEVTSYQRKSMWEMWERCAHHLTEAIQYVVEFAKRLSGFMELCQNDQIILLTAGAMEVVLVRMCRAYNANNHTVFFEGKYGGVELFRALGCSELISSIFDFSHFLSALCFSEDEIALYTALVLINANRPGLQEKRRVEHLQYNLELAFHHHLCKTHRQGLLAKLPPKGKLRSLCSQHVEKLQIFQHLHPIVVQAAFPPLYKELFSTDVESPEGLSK
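Using a luciferase readout, inhibitors were identified by reduced reporter activity in Drosophila cells coexpressing a copper-inducible Gal4–ROR gamma fusion and UAS-driven Photinus luciferase, incubated 20 hr after 700 uM copper sulfate.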
ELG1 genotoxic: inducers of genotoxicity in HEK293T ELG1-luciferase cells; HEK293T ELG1-luciferase reporter, luminescence, 16 h; Potency, µM (titrated, usually from 46 µM), for the others: at the top dose activity change, positive = activation, most hits filed as activators; AID 504466; 330,000 compounds, 1.3% hits; further: potency means the concentration at half of the fitted maximal effect; % of control where 0% means no effect; nearly all actives have a fitted effect of over 60% in size
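Reporter readout depends on ELG1 protein level, which increases with genetic stress. After 16 hr compound exposure at 37 °C, luciferase activity was quantified using ONE-Glo.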
NPC1 promoter act: activators of NPC1 promoter; 320,000 compounds, 2.4% hits; Huh7 NPC1 promoter luciferase reporter, 24 h; Potency, µM (doses to about 9.22 µM), without a hit: top-dose activation, actives largely listed as activators;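 further: potency means the concentration at half of the fitted maximal effect; % of control where 0% means no effect; nearly all actives have a fitted effect of over 60% in size; reporter is driven by a mutant NPC1 promoter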
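Stably transfected Huh7 (NPC1 promoter→luciferase), 1500 cells/well in Opti-MEM + 10% FBS, 2 h settle, then compound 24 h at 37 °C. Luminescence after 10 min with Amplite reagent.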
uPA generation: blocks generation of uPA at the cell surface. cell surface uPA generation assay, qHTS. Potency, µM (top dose mostly 38.3 µM), for the others: at the highest dose activity change, negative = inhibition, most hits filed as inhibitors. 330,000 compounds, 0.31% hits; active means well fitted inhibition curve with a large enough effect; inconclusive means small, poorly fitted or top-dose-only effect; inactive means no such curve, though single readings can be large or run the other way; tested in mouse RAW 264.7 cells; further: potency means the concentration at half of the fitted maximal effect; on the % scale 0 is the no-effect control and ±100 the full control effect; nearly all actives have a fitted effect of over 55% in size
Giardia kill: Giardia lamblia killing; Giardia lamblia trophozoite viability; activity change, % at 7.66 µM, hits read low; 340,000 compounds, 0.15% hits; in the data active means activity change below about -80%; inconclusive means between about -30% and that limit;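 further: parasites exposed to compound for two days anaerobically before the ATP read; on the % scale 0 is the no-effect control and ±100 the full control effect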
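Anaerobic 48 hrs incubation at 37 deg C of 100 trophozoites/well with test compounds; ATPLite 1-Step luminescence, 15-30 min RT, reports cellular ATP as viability.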
FLuc modulator: inhibits or activates purified firefly luciferase, miR-21 counter-screen; AID 588342; 360,000 compounds, 6.9% hits; purified FLuc, Km substrates, luminescence inhibition; P08659; Potency, µM (titrated, usually from 57.5 µM), inactives show top-dose activity change, negative = inhibition, actives largely listed as inhibitors;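 further: potency means the concentration at half of the fitted maximal effect; plate controls were vehicle for no effect and reference inhibitor for full effect; nearly all actives have a fitted effect of over 55% in size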
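Purified P. pyralis luciferase (10nM final) with 10uM D-luciferin and 10uM ATP (Km levels) in 50mM Tris acetate pH 7.5, 10mM Mg acetate, 0.01% Tween-20, 0.05% BSA; qHTS 6-point titration, ~60 µM downward; luminescence read.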
KCNH2 3.1 inh: blocks the human KCNH2 3.1 channel isoform; 340,000 compounds, 0.95% hits; activity change, % (tested at about 1.8 µM); U2OS KCNH2 3.1, thallium flux FluxOr; stronger effect = lower value; AID 720553;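 active means maximum activity change below -70%; inconclusive means maximum activity change from -70% to -50%; inactive means maximum activity change above -50%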;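 further: thallium influx rate constant from kinetic fluorescence after stimulation buffer; on the % scale 0 is the no-effect control and ±100 the full control effect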
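Thallium flux read-out: FluxOr dye with Red40 quencher in HBSS/HEPES, 45 min at RT. Rate constants from kinetic reads were normalized to positive and negative DMSO controls. Cells: U2OS virally expressing the 3.1 isoform.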
FBPA coupling cs: inhibits coupling enzyme system, counter-screen for aldolase hits | 290,000 compounds, 0.67% hits | activity change, negative = inhibition, % at 58.2 µM, hits read low | AID 2472 | coupling enzyme system counterscreen, AmpLite Red fluorescence; in the data active means activity change below about -30%; further: on the % scale 0 is the no-effect control and ±100 the full control effect
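First, compound is pin-transferred into glyceraldehyde-3-phosphate coupling-enzyme reagent at 57.5 uM final and held 10 min at RT. Next, substrate, coupling system and AmpLite Red are added. After 20 min RT, fluorescence (525/598 nm) is read.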
Tb PFK inh: inhibitors of T. brucei phosphofructokinase; T. brucei PFK, ADP-Glo luminescence; O15648; 330,000 compounds, 0.17% hits; Potency, µM (titrated, usually from 57.5 µM), without a hit: top-dose activity, negative = inhibition, usual class: inhibitors;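 further: potency means the concentration at half of the fitted maximal effect; 0% = uninhibited 1x PFK enzyme wells and -100% = no-enzyme wells; nearly all actives have a fitted effect of over 60% in size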
Target sequence (O15648 whole entry, looked up): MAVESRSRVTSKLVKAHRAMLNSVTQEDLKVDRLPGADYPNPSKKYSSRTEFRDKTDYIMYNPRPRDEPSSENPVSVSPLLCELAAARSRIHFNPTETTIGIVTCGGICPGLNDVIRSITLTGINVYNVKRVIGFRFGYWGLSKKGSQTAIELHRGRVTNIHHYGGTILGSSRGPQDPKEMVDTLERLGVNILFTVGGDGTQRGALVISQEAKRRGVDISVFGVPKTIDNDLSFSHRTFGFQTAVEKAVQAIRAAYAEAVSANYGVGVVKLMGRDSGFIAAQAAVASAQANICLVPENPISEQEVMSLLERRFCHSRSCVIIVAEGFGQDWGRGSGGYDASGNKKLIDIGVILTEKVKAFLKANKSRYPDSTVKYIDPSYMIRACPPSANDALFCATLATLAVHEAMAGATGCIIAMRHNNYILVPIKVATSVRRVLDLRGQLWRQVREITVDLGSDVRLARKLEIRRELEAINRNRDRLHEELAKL
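Activity is normalized to no-enzyme wells (full inhibition) and 1.25 nM enzyme wells (no inhibition). Reaction: 0.5 mM F6P, 0.1 mM ATP, 45 min RT, ADP-Glo luminescence; concentration-response curves fitted and classed by quality.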
Active calls of the source: *; ? = inconclusive; · = no result given; & = joins results of further samples; [ ] = another dose, or the depositor's remark. Unless noted, the call rests on the fitted dose curve; in most records, active means well fitted curve in the direction sought with a large enough effect; inconclusive means small, poorly fitted or top-dose-only effect, or another doubt; inactive means no such curve, though single readings can be large; an effect the other way counts as inactive or inconclusive.

SMILES	Rab9 prom act	Gal4-VP16 FLuc	RORg inh	ELG1 genotoxic	NPC1 promoter act	uPA generation	Giardia kill	FLuc modulator	KCNH2 3.1 inh	FBPA coupling cs	Tb PFK inh
CC(C)NS(=O)(=O)c1ccc(CCC(=O)NCc2cccnc2)cc1	7%	-2%	9%	-47%[inhibitor]	-2%	5%	15	4%	9	-4	0%
O=c1nc2ccc(Cl)cn2c2ccc(S(=O)(=O)N3CCCCC3)cc12	11%	2%	-9%	0%	-1%	-1%	7	1%	15	0	-15%
FC(F)(F)c1cc(Cl)c2nnc(-c3cccnc3)n2c1	6%	1%	6%	3%	3%	8%	4	1%	4	-1	6%
C=CCOc1ccc(/C=C/C(=O)OCC(=O)NCCC2=CCCCC2)cc1	3%	-7%	-24%	?	8%	12%	-5	1%	-5	0	3%
COc1cc(C(=O)O/N=C(\N)c2ccc([N+](=O)[O-])cc2)cc(OC)c1OC	-2%	?	-1%	7%	-4%	?	-19	5%	41	1	0%
CCC(NC(=O)c1cc(COc2cncc(Cl)c2)on1)c1ccncc1 (centres undefined)	-4%	-1%	6%	-10%	1%	-6%	-10	1%	11	3	-1%
CCOC(=O)N1CCN(Cc2c(F)cccc2Cl)CC1	-1%	9%	2%	2%	3%	·	16	5%	9	2	1%
CCC(C)(C)C1CCC2(CC1)NC(=O)N(CC(=O)N1CCN(S(=O)(=O)c3cc(C)ccc3C)CC1)C2=O (centres undefined)	-7%	·	·	-3%	0%	1%	-15	1%	-5	-8	-7%
CS(=O)(=O)c1[nH]nc(-c2ccccc2Cl)c1C#N	-16%	15%	10%	-1%	-1%	1%	-8	0%	27	1	2%
COc1ccc(OC)c(C2C(C#N)=C(N)Oc3cc(C)n(Cc4ccccn4)c(=O)c32)c1 (centres undefined)	-4%	-15%	5%	3%	2%	3%	10	2%	-11	1	-4%
COc1cc(OC)c2c(-c3ccccc3)cc(=O)oc2c1C(CCN1CCCCC1)c1ccc2c(c1)OCO2 (centres undefined)	-8%	?	33%&-34%	-3%	0%	?	15&7	-1%	·	1&0	3%
O=C(Cc1ccccc1[N+](=O)[O-])N1CCN(c2ccc(F)cc2)CC1	-1%	10%	15%	-1%	-2%	-1%	-14	3%	13	3	-3%
C/C(=N\OC(=O)Nc1ccc(Cl)cc1)c1ncc(C(F)(F)F)cc1N1CCOCC1	16%	14%	4%	10%	13%	2%	-4	?	1	-2	1%
COc1ccc(CCNC(=O)c2ccc(Cl)c(S(=O)(=O)N3CCCC3)c2)cc1	-13%	·	·	-3%	-8%	-21%	1	·	-4	·	-22%
CCCc1cc(=O)oc2cc(OCC(=O)N3CCC(C(N)=O)CC3)ccc12	2%	4%	-5%	1%	1%	-5%	-15	2%	2	-2	1%
COC(=O)c1ccc(NC(=O)C2CCCN(S(=O)(=O)c3cnc[nH]3)C2)cc1 (centres undefined)	1%	12%	0%	2%	1%	17%	-15	-7%	-3	0	-12%
O=C(Nc1ccc([N+](=O)[O-])cc1)c1ccccc1F	2.8µM*	?	14%	22%	?	-5%	-6	?	-3	1	1%
CCOC(=O)[C@H](CCc1ccccc1)N[C@@H](C)C(=O)N1CCC[C@@H]1C(=O)O	-2%	·	·	0%	-2%	1%	?	7%	6	·	-2%
Cc1cc2ccccc2nc1Br	-6%	0%	26%	-1%	3%	-3%	16	-2%	50	0	-5%
CCC(=O)NCCc1nc2ccccc2n1Cc1ccc(C)cc1	3%	-6%	1%	0%	2%	-1%	1	6%	-7	1	0%
O=C1NC(c2ccccc2)=CC(c2ccccc2)N1 (centres undefined)	-2%	2%	-24%	0%	-2%	0%	-6	-9%	-9	2	-5%
O=C(NCCCN1CCOCC1)c1cc(-c2ccc(Cl)c(Cl)c2)on1	3%	-2%	-20%	0%	-1%	2%	16	-9%	0	2	0%
Cc1cccc(-c2noc(CNC(=O)c3ccoc3C)n2)c1	-1%	-10%	24%	8%	0%	4%	1	-1%	1	·	-7%
Cc1ccc(-c2nnc(-c3ccccc3S(=O)(=O)Cc3ccc(Cl)cc3)o2)cc1	-2%	-18%	-15%	6%	-5%	-7%	-2	2%	-35	2	-2%
OCCN(Cc1ccccc1)Cc1nc(CC2CC2)no1	10%	0%	4%	0%	-3%	4%	-1	0%	-3	-1	2%
O=C(NCc1ccc2c(c1)OCO2)Nc1ccc2nsnc2c1	-3%	-15%	3%	1%	1%	1%	0	-14%	-9	-1	-9%
O=C(NC1CCCCCC1)c1cc(S(=O)(=O)N2CCCCC2)ccc1N1CCOCC1	2%	-4%	-14%	-4%	-2%	-14%	-8	1%	-19	3	1%
Nc1nnc(CCS(=O)(=O)c2ccc(Br)cc2)s1	-2%	2%	10%	-2%	4%	9%	13	-2%	4	2	2%
COc1ccc(Cl)cc1NC(=O)Nc1ccc(Br)cn1	2%	8%	-69%	4%	9%	·	8	-1%	7	1	-4%
Cc1cc(C)cc(NC(=O)C2CCCN2S(=O)(=O)c2ccc3c(c2)C(C)(C)C(=O)N3C)c1 (centres undefined)	2%	-7%	?	-2%	0%	10%	-13	-1%&-7%	-1	-2	-1%
CC(=O)Nc1cc(NC(C)=O)cc(C(=O)OCC(=O)N2CC(C)OC(C)C2)c1 (centres undefined)	1%	-10%	-2%	0%	0%	10%	-25	4%[2.3 µM]	10	-3	-1%
Cc1ccc(F)c(C2=CC(=O)C[C@H](c3ccc(F)cc3)C2)c1	-3%	·	·	0%	0%	-17%	4	2%	-18	·	0%
C=CCn1c(C)cc(C(=O)CSc2nc3ccccc3o2)c1C	?	?	0%	1.6µM*	0.63µM*	-2%	-11	1.9µM*	-36	-4	0%
CC(=O)C1=C(O)C(=O)N(c2ccc(C)cc2)C1c1ccc([N+](=O)[O-])cc1 (centres undefined)	20%	-2%[10 µM]	15%	1%	-4%	18%	26	-5%	-15	14	-15%
COn1c(-c2ccccc2)c(C=O)c2ccccc21	10%	2%	?	3%	-1%	1%	-30	?	3	1	1%
Cc1ccc(C)c(C(=O)COC(=O)CNS(=O)(=O)c2ccccc2)c1	3%	1%	-10%	1%	-3%	1%	1	?	-7	1	0%
COc1ccccc1N1CCN(CC(O)COc2ccc3c(c2)CCC3)CC1 (centres undefined)	-1%	-13%	-4%	-5%	-3%	-2%	-20	-3%	?	1	0%
Cc1cc(C)nc(Nc2n[nH]c(COc3ccc(Cl)cc3)n2)n1	3%	-11%	-22%	5%	-2%	0%	2	0%	-5	4	-1%
Cc1ccccc1C(=O)c1cccn1CC(=O)NCCC1=CCCCC1	0%	-14%	6%	1%	6%	0%	9	-15%	17	1	-7%
Cc1ccc(S(=O)(=O)NC(=O)Nc2ccc(N(C)C)cc2)cc1	?	-11%	-31%	?	5%	-11%	-23	24µM*	3	·	-6%
O=C(Cn1nnc(-c2cccs2)n1)N1CCc2ccccc2C1	5%	11%	?	10%	13%	0%	-3	-10%	15	0	-27%
CCOC(=O)N1CCN(CC(=O)Nc2ccc(F)cc2)CC1	-9%	-14%	-9%	2%	-1%	2%	-5	-1%	-44	2	4%
COc1ccc(OC)c(S(=O)(=O)NCC(=O)NC2CCCCCC2)c1	-8%	·	·	0%	-8%	-7%	-2	-2%	5	·	1%
CCCCCCn1c(=O)c(-c2nc3ccccc3c(=O)[nH]2)c(O)c2ccccc21	3%	0%	-29%[10 µM]	1%	8%	·	·	1%	·	8	0%
Cc1ccc(S(=O)(=O)NCC2CCC(C(=O)NCc3ccco3)CC2)cc1 (centres undefined)	-3%	6%	21%	-1%	2%	-5%	-8	2%	8	0	2%
COc1ccc(OC)c(NC(=O)[C@@]2(CC(=O)O)CC(/C=C/c3ccccc3)=NO2)c1	7%	-10%	-9%	0%	-6%	3%	11	-12%	-1	3	2%
COCCN(CCOC)S(=O)(=O)c1ccc(C(=O)Nc2nnc(C3CC3)o2)cc1	-9%	3.5µM*	4.5µM*	-1%	-1%	-5%	4	2%	20	5	-7%
COc1ccc(S(=O)(=O)NC(CC(=O)NCc2ccco2)c2ccco2)cc1 (centres undefined)	-8%	-1%	37%	-6%	-1%	5%	-3	-1%	-11	7	-5%
CC(=O)Nc1ccc(OS(=O)(=O)c2c(C)cc(C)cc2C)cc1	0%	-12%	-21%	-3%	3%	35%[activator]	-3	-17%	1	-1	-2%
Cc1ccc(CN2CC(C(=O)Nc3ccc4c(C)cc(=O)oc4c3)CC2=O)cc1 (centres undefined)	4%	-9%	17%	-3%	0%	2%	5	-3%	-4	0	-3%
